Yeast lifespan up: compounds extending yeast replicative lifespan, primary screen, S. cerevisiae, OD615 | AID 775, 2007 | inhibition of the nicotinamide effect, % at 10 µM | hit rate 0.68% among 130,000 | S. cerevisiae growth with nicotinamide; deaD strain in restrictive glucose medium;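 active = inhibition above a set limit, placed 3 SD over the median of all compounds, cut at about 26% in these data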;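 also: 0% = nicotinamide-treated wells and 100% = cells grown without nicotinamide; some compounds called inactive have numbers as strong as hits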
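assay system = DeaD-strain S. cerevisiae | measured by = absorbance at 615 nm | probe or stimulus = nicotinamide 1.5 mM | buffer or medium = CSMM-D glucose medium, restrictive | times = 48 h at 30 °C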
GALR2 blocker: GALR2 antagonists in receptor-expressing cells, primary screen | inhibition, % at 4 µM | Galanin receptor type 2 (Homo sapiens), O43603 | antagonist mode | hit rate 0.39% among 140,000; in the data active = inhibition above about 27%;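 also: cells stimulated with galanin 1-16 at roughly its EC80; 0% = agonist challenge control and 100% = basal control without agonist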
Target sequence (O43603 whole entry, looked up): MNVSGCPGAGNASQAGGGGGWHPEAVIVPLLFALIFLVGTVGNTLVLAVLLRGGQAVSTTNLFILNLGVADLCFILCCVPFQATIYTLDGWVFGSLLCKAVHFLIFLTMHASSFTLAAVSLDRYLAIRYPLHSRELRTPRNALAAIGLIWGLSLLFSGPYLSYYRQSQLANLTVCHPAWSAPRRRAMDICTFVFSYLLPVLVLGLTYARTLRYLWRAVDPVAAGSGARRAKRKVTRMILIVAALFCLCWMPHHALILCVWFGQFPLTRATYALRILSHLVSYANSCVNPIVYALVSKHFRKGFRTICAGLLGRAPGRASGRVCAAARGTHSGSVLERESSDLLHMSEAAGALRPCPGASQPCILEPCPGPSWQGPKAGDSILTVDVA
NPY-Y2 antag: NPY-Y2 receptor antagonists, primary screen, cell-based. Neuropeptide Y receptor type 2 (Homo sapiens), P49146. hit rate 0.99% among 140,000. inhibition, % at 2.7 µM. NPY-Y2 expressing cells, antagonist mode; in the data active = inhibition above about 17%;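 also: 0% = vehicle with agonist challenge and 100% = reference antagonist with challenge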
Target sequence (P49146 whole entry, looked up): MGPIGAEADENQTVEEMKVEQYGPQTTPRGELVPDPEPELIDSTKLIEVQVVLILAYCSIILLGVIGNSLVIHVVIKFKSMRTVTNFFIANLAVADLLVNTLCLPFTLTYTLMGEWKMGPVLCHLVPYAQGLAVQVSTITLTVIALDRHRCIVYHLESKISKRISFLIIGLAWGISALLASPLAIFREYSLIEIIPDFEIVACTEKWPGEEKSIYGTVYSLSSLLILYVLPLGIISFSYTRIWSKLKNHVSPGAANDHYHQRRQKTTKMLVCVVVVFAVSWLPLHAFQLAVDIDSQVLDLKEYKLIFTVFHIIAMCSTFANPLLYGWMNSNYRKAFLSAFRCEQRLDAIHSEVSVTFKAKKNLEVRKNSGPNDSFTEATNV
E-sel TNF inh: E-selectin induction blockers in HUVEC – imaging, immunofluorescence, high content, primary screen. HUVEC TNFa-induced E-selectin immunofluorescence. hit rate 0.71% among 120,000. inhibition, % at 2 µM;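 active = inhibition above the batch mean plus 3 SD, and confirmed as a hit on visual image review, cut at about 43% in these data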;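 also: 0% = TNF-stimulated DMSO wells and 100% = unstimulated control wells; not every result past the cut was called active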
BB579 growth dn: growth inhibitors of yeast BB579 in restrictive medium, primary screen, yeast lifespan-shortening project, S. cerevisiae. OD615, 48 h. inhibition, % at 10 µM. hit rate 0.51% among 140,000. AID 804, 2007;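 active = inhibition above a set limit, 3 SD over the mean compound inhibition, cut at about 44% in these data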; also: inactives centre near -24
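Test system: Saccharomyces cerevisiae DeaD strain BB579, replicative lifespan model yeast | Buffer or medium: Restrictive CSMM-D medium | Doses: One dose, 10 µM compound with 0.25% DMSO | Incubation: 48 h exposure, 30 °C | Detection: Culture absorbance at 615 nm | Control set: Amphotericin B at 10 µg/mL as positive control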
MRP-1 activ: H69AR viability gain despite doxorubicin, primary screen, MRP-1 activator project, H69AR cells, CellTiter-Glo. viability increase, % at 10 µM. hit rate 0.61% among 140,000. viability rescue;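 active = viability gain under doxorubicin at or above a set limit, the compound median plus 3 SD, cut at about 4.7% in these data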;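 also: MRP-1 overexpressing cells given doxorubicin 25 µM after compound pretreatment; 18-22 h compound pretreatment then 72 h with doxorubicin before readout; 0% = doxorubicin-only wells and 100% = vehicle-treated cells without doxorubicin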
HCT116 PTEN-null: growth suppression of PTEN-null HCT116, primary screen, cell-based, CellTiter-Glo. HCT116 PTEN-null viability, 60 h; active compounds read low. AID 827, 2007. hit rate 1.2% among 140,000. viability, % at 10 µM;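 active = viability at or below a set limit, 4 SD under the median of all tested compounds, cut at about 3.7% in these data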;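 also: PTEN knockout HCT116 line with beta catenin targeted HCT116 as companion control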
Phagocytosis inh: inhibitors of macrophage phagocytosis, primary screen, imaging, J774A.1 cells, IgG beads. J774A.1 macrophage IgG-bead phagocytosis. inhibition, % at 5 µM. hit rate 0.07% among 110,000. AID 1029, 2008;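 active = inhibition above the mean of the plate negative controls plus 5 SD, cut at about 13% in these data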;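 also: phagocytic index as fraction of beads internalized from green versus red external bead signal; plate controls were DMSO negative control for no effect and cytochalasin-D positive control for full effect; some results beyond the cut were filed as inactive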
HCT116 bCat-KO: primary screen for growth suppressors in beta-catenin knockout HCT116 cells (colon tumor, human); HCT116 beta-catenin knockout viability, CellTiter-Glo, 60 h; active compounds read low; viability, % at 10 µM; hit rate 1.5% among 140,000;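 active = viability at or under a set limit, the compound median less 4 SD, cut at about 6% in these data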;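 also: 0% = Hyamine 1622 control at 20 µM and 100% = untreated cell control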
Measles CPE: compounds protecting cells from measles virus cytopathic effect, primary screen, measles RdRp inhibitor project, single point, MLSMR library, absorbance | protection (pct of control), % at 4 µM | Measles virus-infected cells, CPE protection | AID 841, 2007 | hit rate 1.5% among 140,000; in the data active = protection mostly above about 24%, no sharp cut-off; inactive = mostly below about 26%; also: some compounds called inactive have numbers as strong as hits
An asterisk follows results filed as active; nt = not tested or not shown.

smiles,Yeast lifespan up,GALR2 blocker,NPY-Y2 antag,E-sel TNF inh,BB579 growth dn,MRP-1 activ,HCT116 PTEN-null,Phagocytosis inh,HCT116 bCat-KO,Measles CPE
COc1cccc(NC(=O)CSc2nnc(-c3ccc(C)cc3)o2)c1,-11.1,-20.6,10.9,-2.9,-19.0,0.6,90.8,0.5,93.3,8.8
Cc1cccc(N2CCN(C(=O)Cn3cccc3C(=O)c3ccccc3)CC2)c1C,-13.0,-13.6,0.4,-25.8,-16.8,1.9,85.5,-0.8,81.7,20.0
CCOC(=O)CC(=O)CSc1ccc2nnc(-c3ccc(F)cc3)n2n1,-25.3,-3.7,-2.7,-34.1,-42.7,-2.2,78.5,-2.7,78.5,25.1
CCN(CC)CCCn1c(C)cc2c(c1=O)C(c1ccc(OC)c(OC)c1OC)C(C#N)=C(N)O2 (stereo unspecified),-4.2,14.1,3.6,-19.9,-78.3,0.4,90.8,nt,78.7,5.2
Cn1c(=O)c2c(nc(N3CCN(Cc4ccccc4)CC3)n2CCCc2ccccc2)n(C)c1=O,-18.0,-9.1,5.4,-0.2,-26.8,-3.4,44.8,-0.7,51.5,6.6
CCC1CCCCN1C(=O)CSc1nnc(-c2cccc(Cl)c2)o1 (stereo unspecified),-1.6,1.4,4.5,11.5,-3.7,-3.7,73.5,-0.3,77.3,13.0
O=C(c1cccn2c(=O)c3cc(Cl)ccc3nc12)N1CCN(Cc2ccc3c(c2)OCO3)CC1,-6.2,8.5,0.8,nt,-22.6,-0.1,73.2,-0.3,76.1,26.4
Cc1ccc(CN2C(=O)CCC2C(=O)NCC2CCCO2)cc1 (stereo unspecified),-9.2,2.0,1.2,-19.1,-60.1,0.4,109.1,-1.8,99.3,5.1
COc1ccccc1N1CCN(C(=O)CCn2c(=O)[nH]c3ccsc3c2=O)CC1,-3.3,9.3,2.5,nt,-4.2,-1.8,105.5,0.1,104.6,15.5
Cn1c(SCc2ccc(C#N)cc2)nnc1-c1ccccc1,-11.1,-11.5,0.6,10.6,-9.2,2.0,102.0,0.7,105.9,4.7
Cc1cc(C)n(-c2nnc(C)n2NS(C)(=O)=O)n1,-2.7,4.3,0.1,nt,-26.7,1.2,108.9,0.6,106.2,4.9
Cc1cc(C)n(CC(=O)c2ccc(Br)cc2)c(=O)c1C#N,-2.8,-3.8,2.4,-7.0,-19.7,3.8,101.4,-1.5,100.8,6.6
Cc1nnc(SCc2nc(N)nc(Nc3ccccc3)n2)s1,-19.2,-3.6,1.6,5.8,2.5,1.0,87.2,-2.6,101.3,10.3
COc1ccc(C(C)=O)cc1CSc1nnc(-c2ccc(Cl)cc2)n1-c1ccccc1,6.6,9.3,10.9,-22.6,-66.7,-2.6,59.4,-0.7,61.7,2.7
COc1cccc(CNc2cccc3cccnc23)c1O,-8.7,16.0,5.7,16.0,-24.5,-0.3,74.5,2.3,81.4,35.7
Cc1ccc(CCNC(=O)C23CN(Cc4ccccc4)CC2C(c2ccc([N+](=O)[O-])cc2)=NO3)cc1 (stereo unspecified),-24.8,-14.2,-1.6,-1.9,-37.1,-2.4,77.2,0.4,81.6,4.4
O=C(CCN1C(=O)c2ccccc2C1=O)C1=NN[C@@H]2C(=O)N(c3cccc(F)c3)C(=O)[C@H]12,-3.1,-13.7,2.2,-3.4,-20.0,-0.5,99.0,nt,99.3,3.9
CCC(Sc1nc2ccsc2c(=O)n1-c1ccc(Cl)c(C)c1)C(=O)NCc1ccco1 (stereo unspecified),0.4,-13.8,3.7,nt,-22.5,-2.5,49.4,1.0,55.7,8.5
CC(C)CNS(=O)(=O)c1ccc(OCC(=O)Nc2ccc(F)cc2F)cc1,nt,0.9,-1.5,8.7,-19.5,-1.1,98.8,nt,95.7,8.6
CC(=O)Nc1ccc(S(=O)(=O)NCc2csc(C)n2)cc1,nt,2.5,1.7,6.5,-18.8,-0.4,92.8,nt,92.7,6.8
CCOC(OCC)P(=O)(C(C)C)C(C)C,-11.4,-1.6,0.6,-22.0,13.5,1.6,98.7,2.7,101.8,28.5
CC1CCN(C(=O)CSc2nnc(-c3ccncc3)n2C)CC1,nt,1.8,0.3,-44.7,6.7,-2.0,97.3,nt,91.0,7.4
C/C(N)=C(/C#N)C(=O)CSc1nnc(Cc2ccccc2F)n1N,5.7,-3.3,8.7,nt,-32.8,-1.0,95.8,-0.5,105.1,5.7
COC(=O)c1[nH]c2cc(C)ccc2c1NC(=O)CN1CCCc2ccccc21,-12.0,-6.8,-0.3,-14.7,-14.9,-4.6,4.2,nt,5.5*,2.4
COc1ccccc1Nc1nnc(SCC(=O)N2CCCC2)s1,7.2,-2.2,0.7,-28.7,-21.1,-1.3,97.2,3.5,88.3,6.0
COC(=O)C1=C(C)Nc2nnnn2C1c1cccs1 (stereo unspecified),-3.3,-3.8,1.2,9.1,-36.9,-1.7,99.5,-1.4,90.2,2.3
COc1ccc(C)cc1S(=O)(=O)N1CCC(C(=O)NCCc2ccccc2)CC1,27.9*,-4.0,-2.8,nt,8.5,0.4,92.2,2.4,89.8,4.8
Cc1ccc(-c2nc3ccccc3c(=O)n2NC(=O)COc2ccccc2)cc1,0.5,-4.0,2.5,12.1,-52.4,0.6,95.4,-0.5,96.1,2.6
O=C(c1cccnc1)N1CCN(c2ccc([N+](=O)[O-])cc2Cl)CC1,-1.1,4.9,1.5,9.7,-14.1,-0.9,86.6,nt,91.4,8.2
CCc1nc2c(oc3ccccc32)c(=O)[nH]1,-11.8,-3.8,0.4,-11.8,-45.4,-4.5,92.7,nt,98.4,1.6
COc1ccc(-c2nc(N)n(C(=O)Cc3ccccc3)n2)cc1,-31.7,8.6,4.5,2.1,-23.5,-0.9,104.5,-0.6,93.1,2.8
CC1(C)CC(=O)C=C(NC2CCCCCC2)C1,2.5,-12.9,2.0,nt,-8.6,-0.5,nt,-1.1,84.2,6.8
O=C(c1c(Cl)cccc1Cl)N1CCCCCC1,22.7,5.2,0.9,-12.6,-4.2,-1.9,93.1,0.0,85.7,12.4
CN(C(=O)c1ccco1)c1nnc(C23CC4CC(CC(C4)C2)C3)s1,-9.0,-7.3,1.5,nt,-12.5,-4.2,36.7,-0.2,50.4,19.7
Cc1ccc(NCC(=O)N/N=C/c2cc3ccccc3nc2Cl)cc1,-9.4,16.1,6.7,-54.4,-30.0,-5.6,20.2,1.3,13.7,7.8
O=C(/C=C/c1cccc([N+](=O)[O-])c1)NCc1ccco1,-4.3,8.9,-1.6,nt,-28.7,0.9,82.5,nt,89.2,25.8
CCC(C)NS(=O)(=O)c1ccc(S(=O)(=O)N(CC(=O)Nc2ccccc2)Cc2ccco2)cc1 (stereo unspecified),1.4,2.2,-1.1,-1.3,-56.9,-2.2,88.6,0.1,79.3,27.1
CC(C)c1nnc(NC(=O)CCC(=O)NCc2cccs2)s1,-13.8,-8.5,0.5,8.2,6.3,1.4,90.7,-0.2,98.9,9.3
CN=C1c2cc3cc(OC)ccc3n2CCN1Cc1ccccc1,2.9,-8.7,10.5,7.3,-15.3,-4.5,14.7,1.2,18.6,3.4
Cc1cccc(OCCCCCn2ccnc2)c1C,-0.8,8.7,1.8,nt,-49.9,1.4,71.8,-0.2,60.0,11.3
NS(=O)(=O)c1ccc(NC(=S)NC(=O)/C=C/c2ccco2)cc1,0.1,4.2,1.1,11.2,-38.2,-1.5,95.1,nt,95.3,9.9
FC(F)(F)c1cccc(CNc2ncccc2-c2nc3cc(Cl)ccc3o2)c1,-1.0,3.7,-1.0,nt,-31.3,5.2*,76.5,-2.7,73.0,9.8
CS(=O)(=O)N(CC(=O)NCc1ccncc1)c1ccc(Cl)c(Cl)c1,-7.5,-0.1,1.0,-2.0,-42.0,-1.5,92.7,nt,101.4,4.7
O=C(Nc1ncc2c(n1)CC(c1ccccc1)CC2=O)c1ccco1 (stereo unspecified),-4.5,-12.0,-0.4,6.4,-24.4,-3.5,87.2,nt,86.6,4.0
CN(C)CCNC(=O)CCCNC(=O)Cn1cnc2sc3c(c2c1=O)CCCC3,-3.9,0.5,1.7,16.2,-35.8,0.7,97.9,-0.3,96.3,1.9
O=C(Nc1ccccc1)/C(=C\c1ccncc1)NC(=O)c1ccccc1,-10.3,8.3,0.7,6.5,-51.9,-3.0,94.5,nt,102.2,8.2
CCCC(O)(CCC)C(=O)NNc1ccccc1,34.0,-4.5,3.5,3.9,-8.3,-2.4,91.8,nt,80.4,10.5
Cc1ccc(Cn2nc(C)c(NC(=O)CSc3n[nH]c(C)c3[N+](=O)[O-])c2C)cc1,-1.4,15.3,-2.9,nt,-8.6,-1.6,89.8,-7.0,88.8,8.7
COc1ccc(S(=O)(=O)n2nc(OC(=O)c3c(-c4ccccc4Cl)noc3C)cc2N)cc1,-6.0,1.0,2.2,nt,-23.0,-4.2,93.8,nt,96.6,14.0
CCCCCn1c(=O)[nH]c2cc(C(=O)NCc3ccc4c(c3)OCO4)ccc2c1=O,-4.2,6.4,-0.5,nt,-55.2,-5.2,72.4,-1.9,84.9,18.1
C=C1c2cc(CC)ccc2NC(=O)N1c1ccc(C)cc1,-3.1,5.4,-1.4,11.7,23.4,-0.2,77.5,nt,98.3,24.9
CN(CC(=O)NC(c1ccccc1)c1ccccc1)Cc1nc2ccccc2c(=O)[nH]1,-15.1,-2.0,2.0,-24.7,-50.5,-1.3,95.8,0.5,116.6,10.7
CCc1ccccc1-n1cnc2cc(C(=O)O)ccc21,-2.1,-0.3,2.6,8.6,-34.0,0.2,106.1,1.4,107.3,12.4
Cc1ccc2oc(=O)c3cnn(CC(=O)NCCc4ccsc4)c3c2c1,-10.2,-6.0,1.9,15.9,-15.7,-2.1,87.8,0.5,94.7,3.3
COC(=O)C1=C(C(=O)c2ccc(C)cc2)C(c2ccccc2)n2nnnc2N1 (stereo unspecified),-11.5,-6.4,5.4,2.1,-8.4,-2.6,91.6,nt,86.6,30.4
CCOc1ccc(NC(=S)NC(=O)/C=C/c2ccc(OC)cc2)c([N+](=O)[O-])c1,-1.8,13.4,0.6,nt,-10.3,-1.3,51.6,nt,80.7,4.3

Rows were taken by chance, and some 6.4% of all compounds hit somewhere here.
